High-throughput results from PubChem.
NSD2 HMT inh = blocks human histone methyltransferase NSD2 | inhibition, % at 12.5 µM | NSD2 peptide methylation, AlphaScreen, 120 min | AID 743445 | 0.54% of 310,000 active; in the data active = inhibition above about 50%
Target sequence (O96028 whole entry, looked up): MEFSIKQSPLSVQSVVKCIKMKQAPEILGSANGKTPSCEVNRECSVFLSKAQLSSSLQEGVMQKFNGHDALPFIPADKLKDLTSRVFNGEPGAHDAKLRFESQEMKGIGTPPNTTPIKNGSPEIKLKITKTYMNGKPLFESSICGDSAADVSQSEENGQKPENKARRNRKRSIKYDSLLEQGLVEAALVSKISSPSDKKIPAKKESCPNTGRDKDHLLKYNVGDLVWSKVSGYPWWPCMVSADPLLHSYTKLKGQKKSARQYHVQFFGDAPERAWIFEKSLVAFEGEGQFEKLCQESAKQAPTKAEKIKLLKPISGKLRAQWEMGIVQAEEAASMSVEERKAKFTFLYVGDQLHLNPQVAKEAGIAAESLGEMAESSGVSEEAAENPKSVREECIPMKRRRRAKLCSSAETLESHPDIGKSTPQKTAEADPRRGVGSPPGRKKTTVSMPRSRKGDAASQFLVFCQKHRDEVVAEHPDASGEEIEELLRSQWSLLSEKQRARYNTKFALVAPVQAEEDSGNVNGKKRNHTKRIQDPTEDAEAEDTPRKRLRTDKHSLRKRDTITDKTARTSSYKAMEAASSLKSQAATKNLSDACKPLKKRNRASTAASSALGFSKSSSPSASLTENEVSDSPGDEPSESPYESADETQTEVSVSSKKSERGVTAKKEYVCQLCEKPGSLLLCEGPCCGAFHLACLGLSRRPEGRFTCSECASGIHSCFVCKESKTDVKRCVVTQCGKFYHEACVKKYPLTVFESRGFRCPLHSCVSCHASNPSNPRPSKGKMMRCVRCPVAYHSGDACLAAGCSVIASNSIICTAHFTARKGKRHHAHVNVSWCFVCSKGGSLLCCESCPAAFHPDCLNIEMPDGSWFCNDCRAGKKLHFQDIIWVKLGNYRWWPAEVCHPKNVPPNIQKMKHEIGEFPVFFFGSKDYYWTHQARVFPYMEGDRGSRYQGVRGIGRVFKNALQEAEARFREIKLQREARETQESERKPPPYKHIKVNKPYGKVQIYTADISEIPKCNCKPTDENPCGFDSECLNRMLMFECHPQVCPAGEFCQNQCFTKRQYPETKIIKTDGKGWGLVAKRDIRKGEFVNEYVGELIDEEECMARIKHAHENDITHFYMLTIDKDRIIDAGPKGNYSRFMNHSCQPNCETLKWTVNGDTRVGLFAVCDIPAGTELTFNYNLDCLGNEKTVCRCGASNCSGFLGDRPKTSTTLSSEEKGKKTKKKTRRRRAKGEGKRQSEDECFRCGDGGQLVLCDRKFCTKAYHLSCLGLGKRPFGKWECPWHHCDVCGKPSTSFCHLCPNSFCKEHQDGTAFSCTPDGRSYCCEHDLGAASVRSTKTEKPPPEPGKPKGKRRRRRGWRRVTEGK
Starred values were filed as active, the others as inactive. A portion of the library; the hit share may differ from the screen's.

SMILES	NSD2 HMT inh
O=C(NCc1ccccc1)c1ccc(-c2ccc(F)c(F)c2)c2ccoc12	-3
Cn1cc(-c2coc3c(C(=O)NCc4cccc(Cl)c4)cccc23)cn1	1
CC(=O)Nc1cccc(-c2cc(NC(C)=O)c3ncc(-c4cccc(C(F)(F)F)c4)n3c2)c1	1
COc1ccc2cc(C3CC=C(CO)CN3S(=O)(=O)c3ccccc3[N+](=O)[O-])n(C(=O)OC(C)(C)C)c2c1 (centres undefined)	-2
CCNC(=O)C1(C)CCN(C(=O)CCc2ccccc2)C1 (centres undefined)	4
COc1cccc(C(O)c2nc(-c3cc(F)cc(F)c3)cs2)c1 (centres undefined)	-8
CC(=O)Nc1cccc(-c2csc(C(C)(NC(C)=O)c3ccccc3)n2)c1 (centres undefined)	5
O=C(CSc1nnc(-c2ccccn2)n1-c1ccccc1)Nc1ccc2cn[nH]c2c1	1
COc1ccc(C=NNC(=O)c2cc(-c3ccc(C)c(C)c3)n[nH]2)cc1OCc1ccccc1	1
CCN(CC)c1ccc(N=C2C=CC(=O)C=C2NC(C)=O)cc1	9
COc1ccc(OC)c(NC(=O)C2(C)CCN2C(=O)Cc2ccccc2)c1 (centres undefined)	-2
O=C(Nc1ccc(F)c(Cl)c1)c1ccc2sc([C@@H]3O[C@H](CO)[C@H](O)[C@H](O)[C@H]3O)nc2c1	-3
COc1cc(CNc2ncnc3c2ncn3[C@H]2CN(Cc3ccccc3)C[C@@H](COC(C)=O)O2)cc(OC)c1OC	0
CCN(CC)c1ncnc2c1ncn2[C@H]1CN(Cc2ccc(F)cc2)C[C@@H](CO)O1	-1
CC(=O)Nc1ccc(-c2ccnc3c2CC(C)(C(=O)Nc2ccc(C(C)C)cc2)O3)cc1 (centres undefined)	0
CCc1nc2ccc(C(=O)Nc3ccc4c(c3)OCC(=O)N4)cn2c1N(C)Cc1nccn1C	1
Cc1cc(C)cc(NC(=O)NC2CCN(S(=O)(=O)c3ccc(F)cc3)CC2)c1	-3
Cc1cccc(-c2nnc(SCc3cccc4ccccc34)n2-c2ccc(Cl)cc2)c1	0
OC(c1cccc(CN2CCCCC2)c1)c1ncc(-c2cccc3ccccc23)[nH]1 (centres undefined)	12
COc1cc(-c2cc3nc(NCc4ccco4)ccn3n2)cc(OC)c1OC	0
O=C1NC[C@H](Cc2ccc(O)cc2)N(CCc2cccc(F)c2)C1=O	-6
CCc1nc2c(OCc3ccc(C#N)cc3)cccn2c1N(C)C(=O)c1ccco1	1
O=C1NC[C@H](Cc2ccccc2)N(CCc2cc(C(F)(F)F)cc(C(F)(F)F)c2)C1=O	0
COc1ccc(-c2coc3c(C(=O)Nc4cccc(C(C)=O)c4)cccc23)c(C)c1	-1
CC1(C(=O)NS(=O)(=O)c2cccc(OC(F)F)c2)CCN1C(=O)C1CCCCC1 (centres undefined)	-3
CCNC(=O)C1CCCN(C(=O)c2ccc3c(c2)OCO3)CC1 (centres undefined)	0
CCCNC(=O)c1cc(C2CCCN(C(=O)c3cc(F)ccc3C)C2)on1 (centres undefined)	0
Cc1nc(C(F)(F)F)ccc1C(=O)N1CCC1(C)C(=O)NS(=O)(=O)c1ccc(C(C)(C)C)cc1 (centres undefined)	-2
O=C(Nc1ccc(Oc2ccccc2)cc1)c1csc([C@H]2C[C@H](O)[C@@H](CO)O2)n1	-4
CN1CCCCC1(C)C(=O)NCc1ccc(C(C)(C)C)cc1 (centres undefined)	6
CC1(C(=O)Nc2ccc3c(c2)OCO3)CCN1C(=O)c1ccco1 (centres undefined)	1
CC1(C(=O)NCc2cccc3ccccc23)CCN1C(=O)C1(c2ccccc2)CC1 (centres undefined)	0
Cc1ccc(C(O)c2ncc(-c3ccc(F)cc3)[nH]2)c(C)c1 (centres undefined)	2
CC1(C(=O)NS(=O)(=O)c2ccc(Cl)cc2)CCN1C(=O)C1CC1 (centres undefined)	-1
CCCCC(=O)N(C)c1c(CC)nc2c(OCCC3CCCCC3)cccn12	-1
CCOc1ccc(-c2cc(C(=O)Nc3ccc(F)cc3)[nH]n2)c(C)c1	-2
CC1(C(=O)NS(=O)(=O)c2ccccc2Cl)CCN1C(=O)c1ccccc1CCc1ccccc1 (centres undefined)	17
NC(=O)c1cccc(-c2ccnc3c2CC(C(=O)Nc2cccc(C(F)(F)F)c2)O3)c1 (centres undefined)	-2
Cc1ccc(CSc2nnc(SCC(=O)NN=Cc3cc(Br)ccc3F)s2)cc1	-2
COc1cc(C=Nn2c(-c3ccc(F)cc3)n[nH]c2=S)ccc1OCc1ccccc1	0
CC(C)N(C)c1ncnc2c1ncn2[C@H]1CN(Cc2ccc(F)cc2)C[C@@H](CO)O1	5
OC(c1ccc(F)c(F)c1)c1nc(-c2ccc3ccccc3c2)cs1 (centres undefined)	-2
CCOc1ccc(-n2c(SCC(=O)Nc3ccccc3-c3ccccc3)nnc2-c2cccs2)cc1	-2
CN(C(=O)C1Cc2c(-c3ccc(Cl)cc3)ccnc2O1)c1ccccc1 (centres undefined)	0
CSCCC(C(=O)Nc1c(C)cccc1C)n1c(-c2ccc(C(F)(F)F)cc2)nc2ccccc21 (centres undefined)	0
O=C(Cn1nc(-c2ccccc2)ccc1=O)NCCc1cccc(F)c1	-15
CCCS(=O)(=O)NC(=O)C1(C)CCCN(C(=O)/C=C/c2ccccc2)C1 (centres undefined)	-1
O=C(Nc1cccc(Cl)c1)c1ccc2sc([C@@H]3O[C@H](CO)[C@H](O)[C@H](O)[C@H]3O)nc2c1	-3
CCOC(=O)C1(C)CCCN1C(=O)c1c(F)cccc1F (centres undefined)	6
COc1ccc(OC)c(NC(=O)C2(C)CCN2Cc2ccsc2)c1 (centres undefined)	1
CCOC(=O)C1CCN(CC(=O)Nc2c(C(=O)OC)[nH]c3ccccc23)CC1	-2
CCc1nc2c(OCC(=O)C(C)(C)C)cccn2c1N(C)C(=O)Nc1ccccc1OC	0
O=C(Nc1cccc(C(F)(F)F)c1)C1Cc2c(-c3cccc(F)c3)ccnc2O1 (centres undefined)	-31
COc1ccccc1CNc1nc(NCCNC(C)=O)c2sccc2n1	0
CCOc1ccc(-c2cc(C(=O)Nc3cc(OC)c(OC)c(OC)c3)[nH]n2)c(C)c1	0
CSc1ccc(CN2CCC2(C)C(=O)Nc2ccc(C)c(O)c2)cc1 (centres undefined)	-2
COc1ccc(C2CC(=O)C(c3cccc(F)c3)=CN2Cc2ccccc2)cc1 (centres undefined)	0
COc1cccc(-c2cc(NC=O)c3ncc(-c4cccc(C(=O)N(C)C)c4)n3c2)c1	2
CCc1nc2c(OCc3ccccc3)cccn2c1N(C)C(=O)COc1ccccc1	11
COC(=O)C1=C(C(=O)OC)C2C=C(C(C)C)C1C(=O)C2(C)O (centres undefined)	-1

Continued:
SMILES	NSD2 HMT inh
CC(C)c1ccc(NC(=O)Nc2nc(C(C)N)cs2)cc1 (centres undefined)	19
CC1(C(=O)Nc2cccc3c2CCCC3)CCN1C(=O)CCc1ccc(Cl)cc1Cl (centres undefined)	-3
COc1cccc(CNC(=O)C2CCCN(c3nc4ccccc4o3)C2)c1OC (centres undefined)	1
O=C(Nc1ccc(N2CCOCC2)cc1)C1=COCCO1	0
CN1CCCCC1(C)C(=O)NCc1ccc(F)cc1 (centres undefined)	-2
COCCOC(=O)N1CCCCC1c1cc(C(=O)Nc2cccc3c2CCCC3)no1 (centres undefined)	-6
c1ccc(CC(Nc2cccnc2)c2ccccc2)cc1 (centres undefined)	8
Cc1ccccc1N(C)C(=O)CN1CCN(c2nc(-c3ccccc3)cs2)CC1	12
O=C(NCCC1=CCCCC1)C1CCN(S(=O)(=O)c2ccccc2[N+](=O)[O-])CC1	-4
COCOc1cccc(CN2CCC(C)(Oc3ccc(SC)cc3)C2)c1 (centres undefined)	3
COc1ccc(NC(=O)C2(C)CCCN(C(C)=O)C2)cc1F (centres undefined)	1
COc1ccc(C(=O)CSc2nnc(-c3cnccn3)n2-c2ccc(C)cc2)cc1	-4
O=C(Nc1ccc(Cl)cc1)C1Cc2c(-c3ccccc3Oc3ccccc3)ccnc2O1 (centres undefined)	-3
COc1ccccc1CNC(=O)N1CCC(c2nc3ccc(Cl)cc3[nH]2)CC1	0
O=C(NCc1ccco1)c1cccc(-c2ccc3nccn3c2)c1	-2
CC(=NNC(=O)CSc1nnc(-c2ccc(C(C)(C)C)cc2)n1-c1ccccc1)c1cccc2ccccc12	-1
COCCC(=O)N1CCOCC1c1cc(C(=O)NCc2ccccc2)no1 (centres undefined)	-1
COc1cccc(NC(=O)C2(C)CCCN2C(=O)C(C)C)c1 (centres undefined)	-2
CC1(C(=O)Nc2ccc(Cl)cc2)Cc2c(-c3cccc(C(F)(F)F)c3)ccnc2O1 (centres undefined)	-2
Cc1csc(-c2cc(C(=O)NCc3ccc(F)cc3)n[nH]2)c1	1
OC(c1ccc(Cl)c(Cl)c1)c1ncc(-c2ccc(Cl)cc2)[nH]1 (centres undefined)	4
Cc1ccc(Cl)cc1NC(=O)C1CCCC1	1
Cc1cccc(C)c1NC(=O)Nc1nc(CN(C)C)cs1	-1
O=C(NCCO)c1cccc(-c2ccc3nncn3c2)c1	1
CCCNC(=O)c1cc(C2CCCCN2S(=O)(=O)c2cn(C)cn2)on1 (centres undefined)	-1
C=C(C)CSc1nnc(-c2cc(-c3ccc(OC)cc3)n[nH]2)n1N	0
COc1ccccc1C(=O)Nc1cccc(-c2cn3ccsc3n2)c1	1
CCc1ccc(C(O)c2ncc(-c3ccccc3OC)[nH]2)cc1 (centres undefined)	3
COc1ccc(-c2noc(C3CCCN(C(=O)Nc4ccc(C)c(F)c4)C3)n2)cc1 (centres undefined)	3
COc1cccc(CNc2nc3cc(-c4ccc(F)cc4)sc3c(=O)n2C)c1OC	1
CC1(C(=O)NCc2ccccc2Br)CCN1Cc1ccccc1OC(F)F (centres undefined)	0
O=C(CN1CCN(c2nc(-c3ccccc3)cs2)CC1)Nc1ccc(F)cc1F	0
O=C(NCc1ccccc1)[C@@H]1CCCN1C(=O)[C@@H](NS(=O)(=O)c1ccc(F)cc1F)C1CCCCC1	-1
O=C1CCCN1CCCNc1nc(NCc2cccs2)nc2ccsc12	-5
Cc1ccccc1-c1nc(NCC2CC2)nc2ccsc12	4
O=C(Nc1ccc(F)c(Cl)c1)c1cc(C2CCCCN2C(=O)c2cccs2)on1 (centres undefined)	21
OC(c1ccccc1)c1nc(-c2cnc3ccccc3c2)cs1 (centres undefined)	3
CC(=O)N(c1nc2ccccc2s1)N1C(=O)c2ccccc2C1=O	-2
Cc1ccc(C(=O)N2CCC2(C)C(=O)NC(C)C)cc1 (centres undefined)	8
OC(c1ccccc1)(c1nc(-c2ccc3ccccc3c2)cs1)C(F)(F)F (centres undefined)	3
COc1ccc(C(N)c2csc(Nc3nncc4ccccc34)n2)cc1 (centres undefined)	-3
COCCNc1nc(NCC2CCCCC2)c2sc(-c3ccccc3)cc2n1	-3
COc1ccc(N2C[C@@]3(O)CC[C@@H](O)[C@@H](OC)[C@@H]3[C@@](C)(O)[C@@H]2CC=C(C)C)cc1	2
CCOc1ccc2nc(S(=O)(=O)NC(=O)C3(C)CCN3C(=O)CCc3cccs3)sc2c1 (centres undefined)	-2
Cc1ccccc1-c1cc2nc(NCCc3ccncc3)n(C)c(=O)c2s1	-2
CCOC(=O)C1(C)CCCN(C(=O)c2ccc(OC)cc2)C1 (centres undefined)	-4
COc1cccc(C=C2Cc3ccccc3C2=O)c1	2
COc1cc(F)ccc1-c1cc(C(=O)Nc2ccc(C)c(NS(C)(=O)=O)c2)[nH]n1	2
N#Cc1ccc(-c2ccc3nccn3c2)cc1	-1
CCCCN(C=O)c1c(CC)nc2c(OCc3ccccc3C(=O)OC)cccn12	2
COc1cccc(-c2cnc(C(O)c3ccc(C)cc3C)[nH]2)c1 (centres undefined)	3
NC(c1ccccc1)c1csc(Nc2cc(Oc3ccccc3)ncn2)n1 (centres undefined)	4
CC1(C)OC(C)(C)C(=N/O)/C1=N\N	-2
COCCNc1nc2cc(-c3ccc(C)cc3)sc2c(=O)n1C	-1
